Screening results from PubChem BioAssay.
EPAC2 antag = antagonists of human EPAC2. 360,000 tested, 0.18% active. EPAC2 GEF exchange of Rap1B-BODIPY-GDP, fluorescence. Potency, µM (series often up to 114 µM), without a hit: at the top dose activity, negative = inhibition, usual class: inhibitors. Q8WZA2; also: potency is read from the fitted curve at half-maximal effect; % is scaled to controls: 0 for no effect and ±100 for the full control effect; nearly all actives have a fitted effect of over 45% in size; many of its hits are not listed in these tables
Target sequence (Q8WZA2 whole entry, looked up): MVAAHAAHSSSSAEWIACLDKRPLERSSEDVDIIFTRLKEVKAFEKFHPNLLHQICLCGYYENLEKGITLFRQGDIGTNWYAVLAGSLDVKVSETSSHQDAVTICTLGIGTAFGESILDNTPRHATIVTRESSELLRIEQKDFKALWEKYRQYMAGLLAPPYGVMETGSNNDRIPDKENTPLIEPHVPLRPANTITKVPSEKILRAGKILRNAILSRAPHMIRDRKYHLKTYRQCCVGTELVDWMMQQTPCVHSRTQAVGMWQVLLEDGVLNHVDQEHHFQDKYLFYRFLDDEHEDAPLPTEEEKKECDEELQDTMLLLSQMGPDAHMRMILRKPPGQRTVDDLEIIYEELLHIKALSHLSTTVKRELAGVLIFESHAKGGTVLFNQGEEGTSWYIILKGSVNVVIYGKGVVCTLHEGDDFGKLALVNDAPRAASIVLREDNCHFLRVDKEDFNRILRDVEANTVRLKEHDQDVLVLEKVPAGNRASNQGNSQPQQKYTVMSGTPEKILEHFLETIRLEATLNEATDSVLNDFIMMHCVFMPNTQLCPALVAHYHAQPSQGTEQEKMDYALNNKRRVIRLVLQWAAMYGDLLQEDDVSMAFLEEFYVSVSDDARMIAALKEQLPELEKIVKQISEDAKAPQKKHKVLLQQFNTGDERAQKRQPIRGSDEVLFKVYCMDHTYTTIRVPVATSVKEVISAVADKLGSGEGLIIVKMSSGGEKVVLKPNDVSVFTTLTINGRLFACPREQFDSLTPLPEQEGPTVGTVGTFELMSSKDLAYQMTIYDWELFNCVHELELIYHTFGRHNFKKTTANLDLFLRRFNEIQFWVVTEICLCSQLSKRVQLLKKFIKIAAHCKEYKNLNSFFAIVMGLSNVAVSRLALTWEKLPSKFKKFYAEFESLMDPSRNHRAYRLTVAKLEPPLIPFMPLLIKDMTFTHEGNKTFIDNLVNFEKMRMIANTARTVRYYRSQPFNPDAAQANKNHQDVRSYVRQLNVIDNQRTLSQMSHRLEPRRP
TDP-43 yeast inh = inhibitors of TDP-43 toxicity in yeast; TDP-43 expressing yeast growth rescue, BacTiter-Glo, 24 h; Potency, µM (doses to about 46.1 µM), for the others: top-dose growth rescue (activation), usual class: activators; 410,000 tested, 1.8% active; also: potency is read from the fitted curve at half-maximal effect; % of control where 0% means no effect; nearly all actives have a fitted effect of over 50% in size
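Galactose-induced TDP-43 yeast, OD600=0.02, compound pinned; 24 hr, 30 deg C; BacTiter-Glo luminescence for growth. Inhibitors of TDP-43 toxicity read as activators.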
FUS suppressor = suppressors of FUS proteinopathy in yeast; 390,000 tested, 0.24% active; Potency, µM (doses to about 76.6 µM), without a hit: at the highest dose growth rescue (activation), hits mostly activators; S. cerevisiae FUS-expressing, growth rescue, OD600, 24 h;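 also: potency is read from the fitted curve at half-maximal effect; plate controls were DMSO vehicle for no effect and reference control for full effect; nearly all actives have a fitted effect of over 55% in size; some results filed as inactive show a strong effect at the top dose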
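Steps: raffinose overnight preculture; dilution to OD 0.005 in 2% galactose minimal medium; compound addition (concentration series); 24hr at 30C, 99% humidity; absorbance read at 600 nm.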
Abeta rescue = restores growth of yeast expressing A-beta42 peptide. yeast expressing A-beta42, growth rescue, OD600, 48 h; response scale: 0% DMSO, 100% iron-clioquinol control. Potency, µM (titrated, usually from 46.1 µM), for inactives: top-dose growth rescue, most hits filed as activators. 410,000 tested, 0.063% active. AID 1347071; also: potency is read from the fitted curve at half-maximal effect; nearly all actives have a fitted effect of over 55% in size
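Yeast growth medium received pinned compounds, then yeast cells expressing toxic A-beta were added; plates incubated at 30 C for 48 hr. Growth read as absorbance at 600 nm, normalized to DMSO and equimolar FeCl3 plus clioquinol controls.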
D3 ag = agonists of human D3 dopamine receptor; 410,000 tested, 0.58% active; P35462; max activation, %; AID 652048; D3R DiscoveRx beta-arrestin cells, luminescence, 90 min; in the data active = max activation above about 30%; also: 0% is about no effect; mostly tested at two doses, the higher about 12 µM
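Agonist-mode cell screen: cells plated at 1500/well and incubated overnight at 37 °C, then exposed to library compounds for 90 min at 37 °C. Detection reagent was added for 30–60 min at room temperature, and luminescence was read.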
DRD3 antagonist = blocks the human D3 dopamine receptor | max response, negative = inhibition, % | D3R cells, DiscoveRx beta-arrestin luminescence, antagonist mode; active compounds read low | 360,000 tested, 2.5% active; in the data active = max response below about -50%; inconclusive = no clear call, values can overlap the other calls; also: % is scaled to controls: 0 for no effect and ±100 for the full control effect; mostly tested at two doses, the higher about 12 µM
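Cells expressing the human receptor were seeded at 1500 cells/well, incubated overnight at 37 degrees C in 5% CO2, then exposed to library compounds with dopamine controls for 90 minutes at 37 degrees C before luminescent detection.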
EPAC2 ag = activates human EPAC2 exchange factor; Q8WZA2; EPAC2 activation, biochemical qHTS; response scale: 100% = 6.5 mM cAMP response; Potency, µM (highest dose often 154 µM), for the others: top-dose activation, actives largely listed as activators; 360,000 tested, 0.079% active; AID 720711; also: potency is read from the fitted curve at half-maximal effect; nearly all actives have a fitted effect of over 50% in size
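Exchange assay: 100 nM EPAC2 with 250 nM Rap1B-BODIPY-GDP and 50 uM GDP. Fluorescence (ex 480/em 540 nm) read every 5 min for 30 min at room temperature. Data normalized to 6.5 mM cAMP as agonist control.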
aSyn yeast inh = alpha-synuclein toxicity inhibition in yeast; 370,000 tested, 0.14% active; Yeast expressing alpha-synuclein, growth rescue, BacTiter-Glo, 24 h; Potency, µM (titrated, usually from 46.1 µM), for the others: at the highest dose growth rescue (activation), hits mostly activators; AID 652106; also: potency is read from the fitted curve at half-maximal effect; % of control where 0% means no effect; nearly all actives have a fitted effect of over 65% in size
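Readout is rescue of growth in alpha-synuclein-expressing yeast, so inhibitors of toxicity appear as activators. Growth after 24 hr at 30 deg C in galactose medium is quantified by luminescence.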
Active calls of the source: *; ? = inconclusive; nt = not tested or not shown; & = joins results of further samples; [ ] = dose if it differs, or a comment. Unless noted, calls follow the shape of the dose curve; as a rule, active = well fitted curve in the direction sought with a large enough effect; inconclusive = small, poorly fitted or top-dose-only effect, or another doubt; inactive = no such curve, though single readings can be large; an effect the other way counts as inactive or inconclusive.

SMILES	EPAC2 antag	TDP-43 yeast inh	FUS suppressor	Abeta rescue	D3 ag	DRD3 antagonist	EPAC2 ag	aSyn yeast inh
CCOC(=O)c1sc2ncnc(NCc3ccco3)c2c1C	-3%	20µM*	1%	?	5	57	-3%	3%
O=C(Cn1cnc2c(OCc3ccccc3)ncnc21)NCCN1CCOCC1	-1%	0%	-11%	-2%	0	0	3%	4%
COc1ccc(S(=O)(=O)NC(C)(C)C)cc1-c1nnc2c3ccccc3c(C)nn12	0%	21%&-5%	13%&18%	-6%&-2%	1&1	23	6%	-1%
O=C(NCCCCO)C(F)(F)C(F)(F)C(F)(F)C(=O)NCCCCO	-4%	-7%	-17%	-1%	4	3	-5%	-9%
CC(C)OCCCn1c(=N)c(S(=O)(=O)c2ccccc2)cc2c(=O)n3ccccc3nc21	17%	5%	-21%	-13%	-1	-18	2%	-24%
COc1cccc(NC(=O)CCN2C(=O)c3cccc([N+](=O)[O-])c3C2=O)c1	-14%	0%	26%	-6%	-24	?	14%	-3%
CCCCSCCCNC(=O)c1c[nH]c2ccc(S(=O)(=O)Nc3cccc(OC)c3)cc2c1=O	nt	4%	7%	2%	7	nt	nt	nt
NC(=O)c1ccc(Oc2ccc(C(N)=O)cc2)cc1	-26%	0%	2%	-39%[inhibitor]	-7	-10	12%	-3%
CC(=O)c1oc2ccccc2c1NC(=O)COC(=O)c1ccc(-n2nc(C)cc2C)cc1	-1%	10%	9%	3%	2	-9	-3%	3%
O=[N+]([O-])c1ccccc1C(O)Cc1ccccn1 (stereo unspecified)	-5%	-10%	-11%	-33%[inhibitor]	-7	5	9%	-15%
O=C(COc1ccc([N+](=O)[O-])cc1)Nc1ccc2c(c1)OCO2	2%	-19%	11%	-13%	-3	12	-4%	5%
O=C(O)c1oc2ccccc2c1CN1CCN(c2ccccc2)CC1	0%	2%	-5%	3%	-19	?	7%	1%
O=C(NNS(=O)(=O)c1ccc(Br)cc1)c1ccncc1	6%	-14%	-36%	7%	6	6	8%	0%
CCc1nn(C)c(N)c1C	14%	7%	-40%	2%	4	23	6%	6%
Cc1c(C(=O)OCc2ccccc2)[nH]c2c1C(=O)CC(c1ccc(N(C)C)cc1)C2 (stereo unspecified)	nt	?	-10%	-1%	-8	nt	nt	nt
COc1cccc(CC(=O)Nc2ccccc2N2CCCC2)c1	-9%	22%	4%	?	6	9	4%	4%
COc1ccc(C(=O)NNS(=O)(=O)c2ccccc2)cc1OC	10%	4%	-13%	8%	7	1	7%	-1%
N#Cc1ccccc1S(=O)(=O)N1CCCC(c2nc3c(nnn3Cc3cccc(Cl)c3)c(=O)[nH]2)C1 (stereo unspecified)	nt	20%	9%	-7%	-10	nt	nt	nt
Cc1cccc(C)c1NC(=O)CSc1nc(C2CC2)nc2ccccc12	-4%	19%	-8%	4%	9	13	-5%	-1%
CCOC(=O)C1=CCC(c2ccccc2Cl)N(S(=O)(=O)c2ccc(C)cc2)C1 (stereo unspecified)	11%	11%	?	-10%	-11	-23	7%	3%
O=C1Nc2ccccc2-n2nnnc2C1N1CCN(CCN2CCOCC2)CC1 (stereo unspecified)	-2%	21%	-7%	-3%	-17	?	4%	4%
CCCOc1ccc(C(F)(F)F)cc1NC(=O)CN1C(=O)C(=O)N(CC)C1=O	7%	14%	nt	-8%	-9	-5	-9%	-5%
Oc1ccc[n+](CC(O)c2ccccc2)c1 (stereo unspecified)	10%	6%	-18%	-7%	4	-27	7%	-2%
Cc1sc(NC(=O)CCl)c(C(=O)c2ccccc2)c1C	3%	?	15%	-23%	-4	-66*	25%	11%

Whole records as entered above. Values in the order: EPAC2 antag | TDP-43 yeast inh | FUS suppressor | Abeta rescue | D3 ag | DRD3 antagonist | EPAC2 ag | aSyn yeast inh
`Cc1c(C(=O)OCc2ccccc2)[nH]c2c1C(=O)CC(c1ccc(N(C)C)cc1)C2` (stereo unspecified) is listed as nt | ? | -10% | -1% | -8 | nt | nt | nt
`O=C1Nc2ccccc2-n2nnnc2C1N1CCN(CCN2CCOCC2)CC1` (stereo unspecified) is listed as -2% | 21% | -7% | -3% | -17 | ? | 4% | 4%
`Cc1sc(NC(=O)CCl)c(C(=O)c2ccccc2)c1C` is listed as 3% | ? | 15% | -23% | -4 | -66* | 25% | 11%

Later entries
SMILES	EPAC2 antag	TDP-43 yeast inh	FUS suppressor	Abeta rescue	D3 ag	DRD3 antagonist	EPAC2 ag	aSyn yeast inh
CN1C(C(=O)NCCc2cccs2)CC2Cn3c(nc4cc5ccccc5cc43)C21 (stereo unspecified)	-9%	-3%	14%	-5%	-16	?	10%	-2%
CCn1cc(C(=O)O)c(=O)c2cc(F)c(N3CCN(C(=S)NC(=O)c4ccc(Br)cc4)CC3)cc21	-15%	13%	-7%	0%	0	-24	2%	-8%
COc1ccc(CCNC(=O)c2cc(S(=O)(=O)N(C)C)ccc2N2CCCC2)cc1	-5%	-9%	4%	-1%	-8	5	1%	-5%
CCOC(=O)N1CCC(NC(=O)c2csc3c2CCCC3)CC1	-4%	26%	-10%	-2%	1	4	11%	-1%
COc1ccc(CCNC(=O)C2CCC(C(C)(C)C)CC2)cc1OC (stereo unspecified)	-4%	?	26%	-8%	-1	4	-2%	0%
O=C(NCC1(N2CCCCC2)CCCCC1)c1cccc(S(=O)(=O)Nc2ccc(F)cc2)c1	-9%	-3%	31%	-5%	1	-17	2%	-10%[1.84 µM]
CC1CCN(S(=O)(=O)c2ccc(C(=O)NCc3cccnc3)cc2)CC1	13%	-16%	-1%	-1%	3	11	2%	0%
O=C1c2c([N+](=O)[O-])cc([N+](=O)[O-])cc2S(=O)N1Cc1ccccc1 (stereo unspecified)	0%	-11%[9.22 µM]	11%	-11%	-6	0	12%	1%
O=C(COC(=O)Cc1cccc(C(F)(F)F)c1)Nc1ccc2[nH]c(=O)[nH]c2c1	2%	17%	1%	19%	14	7	2%	0%
CCOC(=O)CS(=O)(=O)c1ccc(O)cc1	12%	-12%	-10%	2%	-4	4	6%	4%
Cc1ccc(S(=O)(=O)C(C#N)c2nc3ccccc3nc2N2CCN(C)CC2)cc1 (stereo unspecified)	2%	-7%	nt	-6%	6	2	2%	4%
COCCn1c(C)cc2c(c1=O)C(c1ccccc1F)C(C#N)=C(N)O2 (stereo unspecified)	18%	16%	nt	0%	1	11	-13%	6%
Cc1ccc(OCC(=O)Nc2ccccc2Sc2ccccc2)c([N+](=O)[O-])n1	-13%	17%	nt	6%	2	3	14%	?
O=C(CSc1nnc(CNc2ccc(F)cc2)n1Cc1ccco1)N1CCCC1	-4%	26%	19%	14%	3	9	-5%	3%
O=C(O)C1CCC(Cn2c(SCc3cc(=O)n4ccccc4n3)nc3ccsc3c2=O)CC1 (stereo unspecified)	15%	6%	9%	4%	3	0	-10%	1%
COC(=O)c1ccc2ncccc2c1	4%	24%	1%	-6%	-4	0	3%	8%
CCCCOc1ccc2c(c1)C(=O)c1cc(O)ccc1-2	?	26%[9.22 µM]	38%	-50%[inhibitor]	1	3	7%	-18%
Cc1cc(C)cc(C(=O)NC(=S)Nc2ccc(Cc3ccncc3)cc2)c1	-9%	13%	21%	17%	-7	?	14%	-6%
COc1ccc(N2CCN(C(=O)c3ccc(CS(=O)(=O)c4ccccc4C)o3)CC2)cc1	9%	16%	18%	-12%	1	8	-1%	-2%
N#Cc1c(-c2ccc(Cl)cc2)cc(-c2cccs2)nc1SCC(=O)O	-11%	-12%	16%	5%	1	-27	5%	3%
COc1nc(NCCN2CCOCC2)nc(Nc2ccc([N+](=O)[O-])cc2)n1	-5%	-8%	-4%	7%	-10	-16	4%	-2%
Cc1nc2ccc([N+](=O)[O-])cc2c(=O)n1Cc1ccc(F)cc1	16%	?	6%	22%	7	8	5%	3%
CC1CCN(C(=O)CSc2ccc(-c3ccc4c(c3)OCCO4)nn2)CC1	-3%	?	-4%	-9%	-6	8	3%	-2%
CCNC(=S)N1N=C2c3ccccc3CCC2C1c1ccc(F)cc1 (stereo unspecified)	6%	9%	-8%	18%	26	15	11%	6%

Taken from above.
COc1nc(NCCN2CCOCC2)nc(Nc2ccc([N+](=O)[O-])cc2)n1 – DRD3 antagonist = -16
CCCCOc1ccc2c(c1)C(=O)c1cc(O)ccc1-2 – Abeta rescue = -50%[inhibitor]
Cc1nc2ccc([N+](=O)[O-])cc2c(=O)n1Cc1ccc(F)cc1 – Abeta rescue = 22%
N#Cc1c(-c2ccc(Cl)cc2)cc(-c2cccs2)nc1SCC(=O)O – FUS suppressor = 16%

The listing continues:
SMILES	EPAC2 antag	TDP-43 yeast inh	FUS suppressor	Abeta rescue	D3 ag	DRD3 antagonist	EPAC2 ag	aSyn yeast inh
COc1cc(OC)c(NC(=O)NC(C)c2c(-n3cccc3)sc(C)c2C)cc1Cl (stereo unspecified)	nt	5%	0%	-11%	0	nt	nt	nt
Cc1ccc(-n2c(C)cc(C=C3C(=O)CC(C)(C)CC3=O)c2C)cc1	-1%	8%	nt	15%	2	?	0%	0%
O=C(NCC(c1ccco1)N1CCc2ccccc2C1)c1ccc(Cl)cc1 (stereo unspecified)	-3%	-16%	20%	7%	-23	-29	8%	3%
CCC(C(=O)N1CCN(S(=O)(=O)c2ccc(F)cc2)CC1)c1ccccc1 (stereo unspecified)	-14%	12%	3%	-11%	-1	-1	4%	5%
Cc1ccccc1N(CC(=O)NC1CCCC1)C(=O)c1csnn1	1%	-6%	-1%	-10%	-8	-15	4%	-4%
CCCC(=O)N1c2ccccc2[C@@H](N(C(C)=O)c2ccccc2)C[C@H]1C	4%	5%	-15%	16%	-1	-8	-9%	0%

The list is partial. The share of hits here may be higher or lower than overall.
